Source: PubChem
Hck-Nef inh = blocks Nef-activated human Hck kinase | P08631 | Recombinant Hck-YEEI plus Nef, Z-Lyte FRET kinase assay | inhibition, % at 20 µM | 220,000 compounds, 0.68% hits | AID 463187;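 active = Hck-Nef kinase inhibition above about 50%, limit read from the data; inactive = inhibition below that limit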;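 note: 0% = DMSO with Hck plus Nef and 100% = Hck alone without Nef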
Runt-CBFb FRET = Runt domain-CBFb interaction inhibition | Q01196+Q13951 | Cerulean-Runt/Venus-CBFb FRET ratio 530/480, 1 h | inhibition, % at 20 µM | 220,000 compounds, 0.46% hits | AID 1496;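 active = inhibition over about 50% at 20 µM in the single-dose screen, limit read from the data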;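 note: 0% = DMSO wells and 100% = excess unlabeled CBFb competitor control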
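Reagent – Venus-CBFb binding partner, 100 nM · Assay system – Cerulean-tagged RUNX1 Runt domain (FRET donor) fusion protein · Input – 100 nM per protein · Incubation – two 1 h room-temperature incubations shielded from light · Measured by – FRET fluorescence · Medium – Tris buffer pH 7.5 with salts and BSA · Benchmarks – unlabeled CBFb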
Runt-SMMHC FRET = inhibitors of human RUNX1 Runt domain binding to CBFb-SMMHC | Q01196+Q13951 | Cerulean-Runt/Venus-CBFb-SMMHC FRET ratio 530/480, 1 h | inhibition, % at 20 µM | 220,000 compounds, 0.74% hits | AID 1434;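 active = mean inhibition across duplicate retests at 20 µM reaching about 50%, limit read from the data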;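 note: 0% = DMSO wells and 100% = wells with excess untagged CBFb-SMMHC; inhibitors lower the FRET ratio by blocking Runt binding to CBFb-SMMHC; some results filed as inactive read as strong as hits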
NPY-Y1 antag = blocks the human neuropeptide Y Y1 receptor. P25929. HEK293-CNG Y1 cells, membrane potential fluorescence; NPY at EC95, then isoproterenol. inhibition, % at 3.6 µM. 200,000 compounds, 1% hits;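 active = inhibition above the campaign mean inhibition of all tested compounds plus 3 SD, cut at about 20% in these data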;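 note: 0% = DMSO wells given NPY plus isoproterenol and 100% = isoproterenol alone without NPY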
Target sequence (P25929 whole entry, looked up): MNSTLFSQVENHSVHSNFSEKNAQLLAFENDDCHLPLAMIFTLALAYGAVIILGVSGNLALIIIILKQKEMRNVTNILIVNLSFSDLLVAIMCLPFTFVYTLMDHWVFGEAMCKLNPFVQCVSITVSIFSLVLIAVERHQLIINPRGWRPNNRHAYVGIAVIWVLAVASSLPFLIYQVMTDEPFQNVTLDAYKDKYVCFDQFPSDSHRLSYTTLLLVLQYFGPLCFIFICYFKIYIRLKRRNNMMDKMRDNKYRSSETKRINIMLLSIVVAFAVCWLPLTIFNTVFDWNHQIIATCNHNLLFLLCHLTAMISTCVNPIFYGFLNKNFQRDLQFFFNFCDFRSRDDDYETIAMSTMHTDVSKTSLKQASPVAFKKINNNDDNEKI
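Material: HEK293 cells with Y1 receptor plus CNG channel; times: compound incubation 1 h at room temperature, readout 45 min post-stimulation; signal: fluorescence, membrane potential probe; read-out basis: fluorescence ratio normalized to % inhibition between controls; benchmarks: full-block control isoproterenol-only wells, zero-block control NPY plus isoproterenol wells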
p97 ATPase inh = human p97 ATPase inhibition | 220,000 compounds, 0.42% hits | inhibition, % at 8 µM | recombinant p97 ATPase, Kinase-Glo ATP luminescence, 3 h | P55072; in the data active = inhibition above about 15%;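 note: 0% = DMSO vehicle and 100% = wells lacking enzyme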
RBBP9 inh = inhibitors of human serine hydrolase RBBP9; recombinant RBBP9, FP-Rh probe fluorescence polarization; O75884; inhibition, % at 7.94 µM; 220,000 compounds, 0.2% hits;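 active = inhibition above the campaign mean of all tested compounds plus 3 SD, cut at about 14% in these data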;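 note: plate controls were DMSO wells with RBBP9 for no effect and wells lacking RBBP9 protein for full effect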
Target sequence (O75884 whole entry, looked up): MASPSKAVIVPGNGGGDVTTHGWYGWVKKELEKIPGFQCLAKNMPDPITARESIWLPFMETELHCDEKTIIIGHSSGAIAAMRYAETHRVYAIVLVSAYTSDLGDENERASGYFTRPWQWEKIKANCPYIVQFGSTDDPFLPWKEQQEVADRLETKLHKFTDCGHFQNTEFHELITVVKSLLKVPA
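System: RBBP9 protein | Quantity: 2.5 µM RBBP9 dispensing solution, before mixing | Reagent: FP-Rh probe, 375 nM dispensing solution | Timing: Enzyme-compound preincubation 30 min, then probe labeling 45 min, 25 °C | Measured by: Fluorescence polarization | Read-out: % inhibition | Replication: One well per compound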
MDM2 E3 inh = blocks human Mdm2 ubiquitin ligase activity | 210,000 compounds, 0.11% hits | signal enhancement, % at 5 µM | cell-based MDM2 ubiquitination luciferase reporter, 2 h; 0 = plate control, 100 = twice control, blank-subtracted;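 active = signal enhancement of 30% or more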;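 note: luminescence tracks abundance of the self-degrading MDM2-luciferase fusion protein; higher signal means inhibition of MDM2 E3 ligase activity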
Target sequence (Q00987 whole entry, looked up, the tested form may be a part): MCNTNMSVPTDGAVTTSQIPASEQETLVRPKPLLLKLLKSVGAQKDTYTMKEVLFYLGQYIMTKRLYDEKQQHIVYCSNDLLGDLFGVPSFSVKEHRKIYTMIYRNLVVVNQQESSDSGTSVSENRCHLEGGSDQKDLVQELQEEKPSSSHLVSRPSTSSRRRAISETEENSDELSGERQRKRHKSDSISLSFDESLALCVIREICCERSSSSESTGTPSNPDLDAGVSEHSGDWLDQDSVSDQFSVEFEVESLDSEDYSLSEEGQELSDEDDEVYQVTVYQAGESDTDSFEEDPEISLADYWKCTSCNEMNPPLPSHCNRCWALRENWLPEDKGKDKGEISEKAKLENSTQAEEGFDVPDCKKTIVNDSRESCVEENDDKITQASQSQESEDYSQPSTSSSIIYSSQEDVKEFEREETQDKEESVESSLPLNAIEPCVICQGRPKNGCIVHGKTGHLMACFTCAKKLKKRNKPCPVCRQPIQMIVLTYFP
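System: stable MDM2–luciferase fusion reporter cells / Input: 2000 cells seeded into each well / Schedule: 4 h settle plus 2 h compound, 37 °C / Compound: single-point 5 µM / Buffer or medium: cells held in DMEM / Benchmarks: control and blank well means / Evaluation: percent signal gain over controls, blank-subtracted / Measured by: luciferase luminescence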
NPY-Y1 PAM-ag = potentiators or agonists of human neuropeptide Y receptor Y1; NPY-Y1 expressing cells, potentiator/agonist activation; activation, % at 3.6 µM; 220,000 compounds, 0.37% hits; in the data active = activation above about 33%, passing the limit was not always enough;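 note: cells stimulated with NPY at EC10 then isoproterenol at EC100; 0% = low agonist plus stimulus and 100% = saturating agonist plus stimulus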
NPY-Y2 PAM-ag = potentiates or activates human NPY-Y2 receptor; P49146; cells expressing NPY-Y2, potentiator/agonist read-out; activation, % at 3.6 µM; 220,000 compounds, 0.45% hits; in the data active = activation above about 27%;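 note: cells stimulated with NPY near EC25 plus isoproterenol at EC100; 0% = vehicle plus submaximal agonist and 100% = vehicle plus saturating agonist; some results beyond the cut were filed as inactive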
* marks the source's active call; other numbers are inactive results; / = no result given; & = joins results of further samples.

SMILES | Hck-Nef inh | Runt-CBFb FRET | Runt-SMMHC FRET | NPY-Y1 antag | p97 ATPase inh | RBBP9 inh | MDM2 E3 inh | NPY-Y1 PAM-ag | NPY-Y2 PAM-ag
CCOC(=O)N1CCN(S(=O)(=O)c2cc([N+](=O)[O-])ccc2C)CC1 | -3.2 | 0.0 | -1.2 | -4.9 | 2.7 | -3.4 | 3.5 | 6.8 | 0.8
COC(=O)C1(Cc2ccc(O)cc2)OC(=O)C(O)=C1c1ccc(O)cc1 (centres undefined) | 25.9 | 5.8 | -1.4 | / | / | / | -31.1 | / | /
CCN(CC)C(=O)COc1cc(C)c(Cl)c(C)c1 | 7.7 | -1.1 | 4.9 | 4.5 | -4.9 | -8.4 | 19.2 | -15.3 | -6.3
CC1C(c2ccccc2)=[N+]([O-])C2(CCCC2)N1O (centres undefined) | -0.2 | 2.8 | 0.1 | -7.1 | -0.8 | -6.4 | 1.3 | -9.3 | -1.5
O=C(O)/C=C/c1ccc(-c2cccc(C(F)(F)F)c2)o1 | 7.1 | 10.5 | -1.2 | 3.3 | 4.8 | 6.9 | -14.5 | -3.4 | -16.8
CN(C)c1ccc(NC(=O)COC(=O)Cn2nnc3ccccc32)cc1 | 3.0 | 1.3 | -1.2 | 2.3 | -2.3 | -5.0 | 5.4 | 2.9 | -2.1
COc1cc(C(=O)NCCCNc2ccc([N+](=O)[O-])cc2)cc(OC)c1OC | -0.5 | -1.7 | -9.8 | 2.9 | 3.6 | -1.2 | -7.1 | -19.9 | 0.8
Cc1cccc(NC(=O)Cn2c(=O)n(C)c3ccccc32)c1 | 7.6 | -0.9 | -1.6 | -3.8 | -3.2 | -3.1 | 1.4 | -34.9 | 0.5
CCCn1nc(-c2nnc(-c3ccc(C)c(C)c3)o2)c2ccccc2c1=O | 1.3 | -2.3 | 5.8 | 2.2 | 7.7 | -7.8 | -5.9 | 18.6 | 15.7
CCN(CCNC(=O)C1CCCN(S(=O)(=O)CC)C1)c1ccccc1 (centres undefined) | 1.6 | 15.4 | -2.7 | 2.9 | -3.3 | -6.9 | 2.5 | 26.3 | -2.4
CN(C)C=NC(=O)c1cn(-c2ccc(F)cc2)c(=O)c2ccccc12 | 16.2 | -1.3 | -2.9 | 1.1 | 16.1* | -7.4 | -20.8 | 5.9 | -3.2
COc1ccc(-c2csc(-c3cccs3)n2)c(OC)c1 | 12.7 | 0.3 | 0.3 | -3.3 | -4.8 | -15.2 | -9.2 | -17.5 | 3.1
CC(=O)Nc1ccc(NC(=O)Cn2c(=O)n(-c3ccc(F)cc3)c(=O)c3oc4ccccc4c32)cc1 | 4.5 | -3.3 | -0.1 | -0.4 | 0.5 | -8.8 | -5.6 | -10.3 | 8.3
O=C(NC1CCCCC1)C(c1cccs1)N(CC1CCCO1)C(=O)c1csnn1 (centres undefined) | -1.6 | -0.7 | -2.8 | 11.9 | 1.9 | -3.5 | -17.2 | -8.8 | -6.5
COc1cccc(NC(=O)CSc2nnc(-c3ccc(C)cc3)o2)c1 | 0.1 | -0.2 | -5.7 | 13.8 | 2.1 | -3.1 | -19.8 | -16.3 | -26.9
Cc1c(/C(O)=C2/C(=O)C(=O)N(Cc3cccnc3)C2c2cccs2)cnn1-c1ccccc1 (centres undefined) | 1.2 | 0.4 | 0.8 | -1.8 | 2.7 | -5.0 | -50.7 | -2.1 | -5.0
COc1ccc(NC(=O)C(Br)C(C)C)cc1 (centres undefined) | 22.4 | -0.9 | 2.9 | -2.7 | 6.0 | -7.0 | -9.7 | 0.2 | 3.5
CCOC(=O)c1ccc(NC(=O)c2ccc3c(c2)OCO3)cc1 | 13.1 | -2.2 | -0.4 | 4.3 | -1.1 | 7.0 | -0.7 | -26.0 | 1.9
Cc1ccc(Cc2cncc(O)c2)cc1S(=O)(=O)O | 0.5 | 2.3 | -3.8 | -6.6 | 2.9 | 2.5 | -4.4 | 8.7 | 7.5
Cc1ccc(/C=N/N2CCN(Cc3ccccc3)CC2)o1 | -21.9 | 3.5 | -0.7 | 2.5 | 2.7 | 4.4 | -15.0 | -4.3 | 10.3

Fetched by compound from the list above:
SMILES | Hck-Nef inh | Runt-CBFb FRET | Runt-SMMHC FRET | NPY-Y1 antag | p97 ATPase inh | RBBP9 inh | MDM2 E3 inh | NPY-Y1 PAM-ag | NPY-Y2 PAM-ag
Cc1cccc(NC(=O)Cn2c(=O)n(C)c3ccccc32)c1 | 7.6 | -0.9 | -1.6 | -3.8 | -3.2 | -3.1 | 1.4 | -34.9 | 0.5
O=C(O)/C=C/c1ccc(-c2cccc(C(F)(F)F)c2)o1 | 7.1 | 10.5 | -1.2 | 3.3 | 4.8 | 6.9 | -14.5 | -3.4 | -16.8

Going on with the list.
SMILES | Hck-Nef inh | Runt-CBFb FRET | Runt-SMMHC FRET | NPY-Y1 antag | p97 ATPase inh | RBBP9 inh | MDM2 E3 inh | NPY-Y1 PAM-ag | NPY-Y2 PAM-ag
COc1cc(S(=O)(=O)NCc2cccnc2)ccc1F | -19.5 | 0.1 | -7.2 | 0.0 | -2.2 | -12.4 | -25.5 | 3.1 | -0.3
Cc1ccc(CNC(=O)c2nnc(Cc3ccc(Cl)cc3)o2)cc1 | 28.4 | -0.6 | 2.4 | / | -0.9 | -9.1 | -10.1 | -19.7 | -37.4
COc1ccc(CCNC(=O)C2CCN(c3nn4c(=O)cc(C)nc4s3)CC2)cc1OC | 2.5 | 1.8 | 1.4 | -0.7 | 4.3 | 2.2 | -78.5 | 6.6 | 8.5
Cc1cccc(C(=O)Oc2csc(=S)n2C(=O)c2cccc(C)c2)c1 | 0.1 | 4.7 | 6.5 | -8.1 | 7.1 | 0.9 | / | 12.9 | -2.1
CSc1ccccc1C(=O)C1CCCN(Cc2c(C)n(C)n(-c3ccccc3)c2=O)C1 (centres undefined) | -2.8 | 0.4 | -0.9 | -2.1 | 2.3 | -1.7 | -4.4 | -13.1 | 20.6
c1ccc2c(NC3C4CC5CC(C4)CC3C5)nc(N3CCOCC3)nc2c1 (centres undefined) | 23.4 | 0.4 | 2.3 | 31.8* | -8.4 | -7.9 | 4.1 | -31.4 | -28.5
C/C(=N\NC(N)=O)c1ccccc1 | 10.8 | -1.4 | -3.3 | -0.2 | 3.0 | 1.1 | -1.0 | 9.7 | 7.8
COC(=O)c1c(NC(=S)Nc2ccc(F)cc2[N+](=O)[O-])sc2c1CCCCC2 | 3.7 | 21.5 | 5.6 | -1.1 | 2.8 | -6.5 | -14.1 | -5.7 | 6.2
Cc1cc(=O)[nH]c(COc2ccccc2)n1 | 3.3 | 0.4 | -9.7 | 0.7 | -0.5 | 2.3 | 2.0 | -8.2 | 2.1
O=C(O)CCCCCNCc1ccncc1 | 1.4 | 1.3 | 3.3 | 3.2 | 2.3 | -3.4 | -8.1 | -0.6 | 0.4
Cc1cccc(C(C(N)=O)c2ncc(C(F)(F)F)cc2Cl)c1 (centres undefined) | -7.3 | 0.8 | 3.4 | -0.6 | 1.8 | -3.9 | -1.3 | -1.1 | -5.5
Cc1cccc(/C=N/NC(=O)c2ccc(Br)cc2)c1 | 1.1 | -2.1 | 5.3 | -4.2 | 0.7 | -9.2 | 7.9 | -11.5 | -19.0
CCN(CC)c1ccc(SS(=O)(=O)O)cc1 | 0.3&-2.0 | 21.6&22.2 | -2.3&4.4 | 8.2&6.7 | 5.0&2.5 | -5.5&1.1 | -20.6&-8.2 | -3.2&-17.1 | -7.1&-6.8
Cc1ccc(Cn2nc(C)c(NC(=O)CSc3n[nH]c(C)c3[N+](=O)[O-])c2C)cc1 | 6.9 | -1.7 | 3.4 | 1.7 | 0.1 | 3.3 | 10.3 | 7.1 | 7.5
C/C(=N\NC(=O)c1ccccc1[N+](=O)[O-])c1c(O)cc(C)oc1=O | 1.9 | -0.9 | 1.1 | -0.8 | 6.2 | -0.9 | 6.0 | -38.9 | -7.6
O=C(OCCN1C(=O)c2cccc3c(N4CCOCC4)ccc(c23)C1=O)c1ccc(Cl)cc1 | -8.4 | -281.3 | -112.3 | -2.2 | 8.3 | -6.8 | -1.8 | -26.6 | 13.9
COc1cc(C(=S)N2CCOCC2)ccc1OS(=O)(=O)c1ccccc1[N+](=O)[O-] | -1.1 | 13.7 | 3.0 | 1.1 | -3.9 | -10.3 | -4.4 | -17.3 | -5.1
CCOC(=O)C1=C(C)NC(SC)=C(C#N)C1CC(C)C (centres undefined) | 17.4 | -0.2 | -4.3 | / | 5.9 | -1.1 | -1.8 | 19.2 | -1.7
Nc1c(Cl)ncnc1N/N=C/c1ccncc1 | 15.0 | 0.8 | 1.2 | / | 0.9 | -10.1 | -18.4 | 11.9 | 9.8
COCCCNC(=S)Nc1ccc2c(c1)OCCO2 | 1.1 | -0.9 | 0.7 | 0.6 | 0.8 | -7.4 | -15.8 | 2.7 | 1.4
CN(Cc1cnn(-c2ccc(F)cc2)c1)Cc1nc(Cc2ccccc2)no1 | 17.0 | 0.4 | -5.9 | 4.1 | 2.2 | -0.7 | -10.9 | -3.1 | -12.6
CC(C)(C)c1cc(-c2nc(N)nc(N)n2)cc(C(C)(C)C)c1 | 3.3 | -2.3 | 3.5 | -2.6 | 2.9 | -10.2 | 1.0 | 10.6 | 4.6
Cc1cnccc1CN(C)Cc1nc(Cc2ccccc2Cl)no1 | 16.7 | 0.4 | -1.1 | 2.1 | -0.7 | -6.8 | -6.7 | 26.2 | -14.2
CCSC1=NCCN1S(=O)(=O)c1ccc2ccccc2c1 | 7.3 | 0.2 | -4.0 | 10.4 | 3.1 | -4.2 | -9.0 | 3.5 | -1.6
Cc1nn(-c2ncc(C(F)(F)F)cc2Cl)c(=O)n1-c1ccc(F)cc1 | 23.2 | 0.6 | 2.3 | -4.7 | 6.4 | -1.4 | -15.5 | 12.7 | 4.7
CC1(C)CC(=O)C=C(NCc2ccc(C(=O)O)cc2)C1 | 16.4 | 0.8 | -0.7 | / | 5.4 | -10.9 | -11.6 | 2.4 | -4.5
Cc1ccc(CN2CCN(Cc3cccc(-n4cccn4)c3)CC2CCO)cc1 (centres undefined) | 7.3 | -1.3 | -1.5 | 0.5 | -2.2 | -8.1 | -10.6 | 7.2 | -23.5
COC(=O)c1cc(=O)n(Cc2cccs2)c(=Nc2ccc(F)cc2)s1 | 2.3 | 0.1 | -0.4 | 7.4 | 10.6 | 2.5 | 2.2 | 2.9 | -4.1
N=C1/C(=C\c2ccc(SCc3ccccc3)o2)C(=O)N=C2SC=NN12 | 32.0 | -14.1 | -19.0 | 1.0 | 7.2 | -9.9 | -1.7 | 9.3 | -2.5
